# Source: PubChem (several laboratories)
# GDH-TPI counter: counter-screen for M. tuberculosis FBA inhibitors: GDH-TPI coupled enzymes. inhibition, % at 4.8 µM. 1.2% of 360,000 active. GDH-TPI coupled enzyme counterscreen, NADH absorbance; in the data active means inhibition above about 30%;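 further: 0% = DMSO wells and 100% = wells lacking the enzyme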
# Rv3671c inh: inhibitors of M. tuberculosis serine protease Rv3671c. inhibition, % at 5.96 µM. 0.048% of 320,000 active. AID 2606; in the data active means inhibition above about 38%;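 further: extracellular domain of Rv3671c used as enzyme; 0% = enzyme with DMSO and 100% = no enzyme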
# Target sequence (P9WHR9 whole entry, looked up, the tested form may be a part): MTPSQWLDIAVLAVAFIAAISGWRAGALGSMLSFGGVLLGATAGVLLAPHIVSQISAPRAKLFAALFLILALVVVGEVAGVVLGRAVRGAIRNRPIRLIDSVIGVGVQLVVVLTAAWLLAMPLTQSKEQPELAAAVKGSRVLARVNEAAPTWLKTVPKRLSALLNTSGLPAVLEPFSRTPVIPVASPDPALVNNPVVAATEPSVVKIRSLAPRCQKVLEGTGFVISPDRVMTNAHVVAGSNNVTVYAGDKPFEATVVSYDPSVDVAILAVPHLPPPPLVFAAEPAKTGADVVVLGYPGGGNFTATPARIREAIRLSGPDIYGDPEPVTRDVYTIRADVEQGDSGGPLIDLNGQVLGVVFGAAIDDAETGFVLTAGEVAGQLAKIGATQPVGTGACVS
# Vc quorum ag: quorum light induction in luxS cqsA deficient V. cholerae. V. cholerae BH1578 lux reporter, luminescence, 6 h. AID 588436. activation, % at 18.7 µM. 0.16% of 350,000 active; in the data active means activation mostly above about 9.7%, no sharp cut-off; further: not every result past the cut was called active; inactives centre near 0; reference of the scale not given here
# MazF activator: MazEF (E. coli) toxin RNase activation | AID 504720 | 0.32% of 350,000 active | activation, % at 20 µM | P0AE70 | FAM/BHQ RNA-DNA oligo cleavage fluorescence, 5 h; in the data active means activation above about 50%
# Target sequence (P0AE70 whole entry, looked up): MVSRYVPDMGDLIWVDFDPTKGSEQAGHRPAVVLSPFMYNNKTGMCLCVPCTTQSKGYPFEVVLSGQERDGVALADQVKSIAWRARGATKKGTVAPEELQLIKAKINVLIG
# BioA inh: BioA (M. tuberculosis) enzyme inhibition; purified M. tuberculosis BioA enzyme, plate reader; 0.096% of 360,000 active; AID 602481; inhibition, % at 9.99 µM; in the data active means inhibition above about 40%
# Mtb UGM inh: Mtb UDP-galactopyranose mutase inhibition; purified UGM, fluorescence polarization probe displacement; inhibition, % at 10 µM; 0.06% of 320,000 active; in the data active means inhibition above about 10%, passing the limit was not always enough
# SSB-PriA inh: inhibitors of Klebsiella pneumoniae PriA binding to SSB C-terminal tail; inhibition, % at 33 µM; 0.6% of 430,000 active; AlphaScreen SSBct-PriA binding, biotinylated peptide; in the data active means inhibition mostly above about 37%, no sharp cut-off; inactive means mostly below about 20%;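 further: plate controls were negative control peptide for no effect and reference peptide for full effect; strong numbers were not always called active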
# VHR inh abs: blocks human VHR1 dual specificity phosphatase; 0.52% of 290,000 active; P51452; recombinant VHR phosphatase, pNPP absorbance; inhibition, % at 13.3 µM; AID 1654; in the data active means inhibition above about 50%; further: some compounds called inactive have numbers as strong as hits
# SARS 3CLpro inh: SARS-CoV 3CLpro protease inhibition; recombinant SARS-CoV 3CLpro, quenched FRET peptide cleavage; P0C6X7; 0.14% of 290,000 active; AID 1706; inhibition, % at 6 µM; in the data active means inhibition above about 12%
# Mtb FBA inh: inhibits M. tuberculosis FBA enzyme. P9WQA3. purified M. tuberculosis FBA, fluorescence read-out. inhibition, % at 1 µM. 2.3% of 360,000 active. AID 588726; in the data active means inhibition above about 27%;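 further: 0% = vehicle and 100% = reference inhibitor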
# Target sequence (P9WQA3 whole entry, looked up): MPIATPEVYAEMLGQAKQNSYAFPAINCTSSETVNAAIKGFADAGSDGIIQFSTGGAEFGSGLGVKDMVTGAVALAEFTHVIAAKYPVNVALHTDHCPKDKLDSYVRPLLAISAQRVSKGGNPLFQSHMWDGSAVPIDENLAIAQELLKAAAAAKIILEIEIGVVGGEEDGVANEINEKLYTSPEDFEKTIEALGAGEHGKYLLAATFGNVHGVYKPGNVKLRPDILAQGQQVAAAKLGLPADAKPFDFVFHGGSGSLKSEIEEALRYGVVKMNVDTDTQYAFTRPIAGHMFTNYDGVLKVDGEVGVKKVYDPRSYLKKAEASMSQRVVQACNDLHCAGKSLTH
# * hit, by the source's call; i = inactive; . = not tested or not shown; & = joins results of further samples. These rows are one share of the data; rates above refer to the full screens.
SMILES,GDH-TPI counter,Rv3671c inh,Vc quorum ag,MazF activator,BioA inh,Mtb UGM inh,SSB-PriA inh,VHR inh abs,SARS 3CLpro inh,Mtb FBA inh
CC1CCCC(C)N1C(=O)COC(=O)c1cc(F)c(F)cc1Cl (configuration not stated),1,-3,i,3,-1.8,1.6,-6,.,.,-1
CC(C)(C)c1ccc2c(c1)OC(C(=O)N/N=C\c1ccncc1)CO2 (configuration not stated),3,-4,-0.1,0,-1.7,-2.2,.,13,3,0
Cc1c(/C=N/Nc2ccc(F)cc2)c(O)n(C)c(=O)c1C#N,33*,-2,-0.2,1,.,0.3,.,25,-2,-6
CCOc1ccc(CCNC(=O)Cc2nn[nH]n2)cc1OCC,4,3,0.8,-3,0.2,-0.4,-2,0,2,2
N#Cc1c(-c2ccccc2)[nH]c(=O)[nH]c1=O,5,-1,-0.4,6,.,1.0,-16,22,-1,0
COc1ccc(-c2cc(C(=O)OCC(=O)c3ccc(C)c([N+](=O)[O-])c3)c3ccccc3n2)cc1,8,-4,-0.7,-1,-0.6,0.4,-6,8,-3,6
COc1ccc(C(Sc2ccccc2)c2ccccc2)cc1OC (configuration not stated),-4,-10,-10,-20,0.2,-0.8,-11,.,.,-2
NC(=O)CC(NC(=O)Cc1ccc(Br)cc1)c1ccc(NCCc2cccc(F)c2)c([N+](=O)[O-])c1 (configuration not stated),1,-19,-1.0,-7,0.2,-0.1,-10,15,.,-3
O=c1oc(/C=C/c2ccc([N+](=O)[O-])s2)nc2ccccc12,0,-8,i,183*,-2.9,-1.9,-8,-4,2,-1
CC1CCN(S(=O)(=O)N2CCC(C(=O)N3CCC(N(C)CC4CCCO4)CC3)CC2)CC1 (configuration not stated),-1,2,-0.2,3,-1.8,0.3,-7,5,-5,-1
N#Cc1c(-c2ccco2)nc(SCC(=O)Nc2cccc(Cl)c2)[nH]c1=O,6,-34,i,-3,13,-1.1,-11,-11,8,-4
CC(=O)Nc1ccc(NC(=O)c2cc(=O)c3cc(C)c(C)cc3o2)cc1,6,1,1.4,2,-2.7,0.2,7,10,-5,4
Cc1ccc(-n2nc3c(c2NC(=O)c2ccccc2)CS(=O)(=O)C3)cc1C,3,5,-0.6,1,2.0,1.7,1,-2,0,3
COc1ccc(CNc2ccc(C)c(C)c2)cc1,-13,4,1.1,0,.,-1.2,-5,-8,0,3
O=S(=O)(/N=C(/c1ccc(Cl)cc1)N1CCOCC1)c1ccc(Cl)cc1,7,7,-0.5,-3,-0.4,-0.1,.,14,-3,0
N#Cc1cc(-c2ccccc2)nn1-c1ccccc1,4,-6,i,1,-0.5,-1.9,-21,13,3,-5
Cc1cccc(C)c1NC(=O)C(C)N1CCCC1 (configuration not stated),-2,-7,-8.3,6,1.1,2.1,3,14,-6,3
COc1cccc2c1-c1c(O)cccc1C2=O,10,3,-1.7,9,-1.6,0.3,-24,14,-4,-6
NC1=NC(=O)CC(C(=O)Nc2cccc3ccccc23)S1 (configuration not stated),-4,1,-1.0,-4,.,0.8,-10,14,1,0
COc1ccccc1CN1CCN(Cc2cc(OC)c(OC)cc2OC)CC1,7,-4,i,4,0.1,2.7,-14,-20,-2,1
CCOC(=O)C1=C(N)OC(C)=C(C#N)C1c1ccco1 (configuration not stated),13,3,-0.1,-8,.,2.3,-6,1,-1,-2
CCOC(=O)N=Nc1c2ccccc2c2nc3no[nH]c3nc12,13,.,-0.5,25,-1.6,.,-14,26,1,-1
Cc1cc(OC(C)C(N)=O)nc(-c2ccccc2)n1 (configuration not stated),0,-9,-0.2,-15,.,0.0,-20,2,0,3
CN(C(=O)CSc1nnnn1C)C1(C#N)CCCCC1,10,4,i,7,-1.1,0.4,-1,.,.,-2
CCOC(=O)C1(Cc2ccccc2C)CCCN(Cc2cc(OC)c(O)c(OC)c2)C1 (configuration not stated),-2,-3,-0.3,4,.,2.1,2,-3,-2,-1
Cc1ccc(Cl)c(NC(=O)COC(=O)C2CCC2)c1Cl,-5,3,i,2,-1.0,-2.2,-15,.,.,-1
O=C(O)Cn1ccnc1,14,6,-0.5,12,-0.5,0.6,2,-12,7,6
CCOC(=O)/C(=N\Nc1cccc(Cl)c1)Sc1nnc(-c2ccc(OC)cc2)n1C,1,-5,-0.3,0,.,0.0,.,-7,5,7
COc1ccc(C2(C(=O)NCCc3ccccc3)CCCC2)cc1,-8,-6,i,-1,0.7,3.0,-14,-8,-5,-1
CC(=O)Nc1ccc2nc(NC(=O)C(Cl)(Cl)Cl)sc2c1,7,4,-0.3,7,.,2.8,-12,26,1,3
COc1ccc(F)cc1S(=O)(=O)N1CCN(c2ccccn2)CC1,-2,5,-0.3,2,0.6,-1.1,-15&-23,-9,3,3
Cc1cc(C)c2cc(C#N)c(SCC(=O)Nc3cc(C)on3)nc2c1,7,-4,-2.3,50,-4.7,0.4,-5,24,-1,6
CCn1c(SCC(N)=O)nnc1-c1ccc(OC)c(OC)c1,11,8,-0.4,4,1.5,-0.4,-17,12,-7,1
CCC(CC)C(=O)Nc1cccc(C(=O)NCCc2ccc(S(N)(=O)=O)cc2)c1,15,-1,i,-5,-2.8,0.8,-4,18,-1,2
CCOC(=O)CN1C(=O)C(O)=C(C(C)=O)C1c1ccc(F)cc1 (configuration not stated),24,-1,0.5,4,1.8,0.0,0,6,1,6
CCN(c1ccccc1)S(=O)(=O)c1ccc(OCC(=O)N2CCCC2)cc1,7,-2,5.7,-1,0.9,.,5,.,.,4
COc1ccc(/C=C\c2nc(=O)c3ccccc3o2)cc1,26,.,-0.1,7,1.0,.,2,6,0,2
C=CCc1cc(Cl)ccc1OCCn1ccnc1,7,5,-1.7,11,3.0,2.3,4,6,-7,0
CCn1nc(NC(=O)C(C)C)c2cc3ccc(C)cc3nc21,14,8,i,0,.,4.8,-2,20,1,-1
CCC(=Nc1ccc(OC)cc1OC)c1c(O)n(C2CCCCC2)c(=O)[nH]c1=O,8,-1,i,-3,.,-1.2,18,25,-1,-4
O=C(CN1C(=O)C(=O)N(CCC2=CCCCC2)C1=O)Nc1ccc(F)cc1F,-1,11,-2.9,13,-1.6,0.4,3,.,.,-2
CC1CCCN(CC(O)COCC2COc3ccccc3O2)C1 (configuration not stated),-3,-3,0.1,6,-0.7,-3.5,-10,18,0,4
CCOC(=O)c1c(C)[nH]c(C(=O)OCC(O)=C(C#N)c2nc3ccccc3[nH]2)c1C,11,.,1.1,-2,.,.,-1,.,.,-1
CCN(CC)CCN(C(=O)CCS(=O)(=O)c1ccccc1)c1nc2cc(C)cc(C)c2s1,6,1,i,-12,-1.9,0.9,-4,-2,0,0
COc1ccccc1NC(=O)Nc1nnc(Cc2ccc(F)cc2)s1,8,3,-0.7,3,8.4,-5.5,-10,1,5,-2
CS(=O)(=O)C1=NN2C(=N)/C(=C\c3ccc(OCCOc4ccccc4)cc3)C(=O)N=C2S1,23,-22,i,-1,1.7,-0.1,1,27,6,2

# Some entries already given, reduced to Mtb FBA inh and MazF activator.
SMILES	Mtb FBA inh	MazF activator
COc1ccc(-c2cc(C(=O)OCC(=O)c3ccc(C)c([N+](=O)[O-])c3)c3ccccc3n2)cc1	6	-1
O=c1oc(/C=C/c2ccc([N+](=O)[O-])s2)nc2ccccc12	-1	183*

# A different layout for some results above:
# Sequence of screens – GDH-TPI counter | Rv3671c inh | Vc quorum ag | MazF activator | BioA inh | Mtb UGM inh | SSB-PriA inh | VHR inh abs | SARS 3CLpro inh | Mtb FBA inh
> Cc1cc(C)c2cc(C#N)c(SCC(=O)Nc3cc(C)on3)nc2c1
    7 | -4 | -2.3 | 50 | -4.7 | 0.4 | -5 | 24 | -1 | 6
> CCn1c(SCC(N)=O)nnc1-c1ccc(OC)c(OC)c1
    11 | 8 | -0.4 | 4 | 1.5 | -0.4 | -17 | 12 | -7 | 1
> CCC(CC)C(=O)Nc1cccc(C(=O)NCCc2ccc(S(N)(=O)=O)cc2)c1
    15 | -1 | i | -5 | -2.8 | 0.8 | -4 | 18 | -1 | 2
> CCOC(=O)CN1C(=O)C(O)=C(C(C)=O)C1c1ccc(F)cc1 (configuration not stated)
    24 | -1 | 0.5 | 4 | 1.8 | 0.0 | 0 | 6 | 1 | 6
> CCN(c1ccccc1)S(=O)(=O)c1ccc(OCC(=O)N2CCCC2)cc1
    7 | -2 | 5.7 | -1 | 0.9 | . | 5 | . | . | 4
> COc1ccc(/C=C\c2nc(=O)c3ccccc3o2)cc1
    26 | . | -0.1 | 7 | 1.0 | . | 2 | 6 | 0 | 2
> C=CCc1cc(Cl)ccc1OCCn1ccnc1
    7 | 5 | -1.7 | 11 | 3.0 | 2.3 | 4 | 6 | -7 | 0
> CCn1nc(NC(=O)C(C)C)c2cc3ccc(C)cc3nc21
    14 | 8 | i | 0 | . | 4.8 | -2 | 20 | 1 | -1
> CCC(=Nc1ccc(OC)cc1OC)c1c(O)n(C2CCCCC2)c(=O)[nH]c1=O
    8 | -1 | i | -3 | . | -1.2 | 18 | 25 | -1 | -4
> O=C(CN1C(=O)C(=O)N(CCC2=CCCCC2)C1=O)Nc1ccc(F)cc1F
    -1 | 11 | -2.9 | 13 | -1.6 | 0.4 | 3 | . | . | -2
> CC1CCCN(CC(O)COCC2COc3ccccc3O2)C1 (configuration not stated)
    -3 | -3 | 0.1 | 6 | -0.7 | -3.5 | -10 | 18 | 0 | 4
> CCOC(=O)c1c(C)[nH]c(C(=O)OCC(O)=C(C#N)c2nc3ccccc3[nH]2)c1C
    11 | . | 1.1 | -2 | . | . | -1 | . | . | -1
